AP complement: alternative complement pathway inhibitors, primary screen, biochemical, ELISA, human serum, orthogonally pooled compounds | inhibition, % at 5 µM | 0.08% of 62,000 active | AID 1235, 2008 | LPS-coated ELISA, C3 deposition; tested in compound mixtures;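 active means inhibition above 30% in each of the two pooled mixtures holding the compound, so the lower value exceeds 30%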;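 further: 0% = serum in Mg-EGTA without compound and 100% = EDTA serum blank; some compounds past the cut are filed as inactive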
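Assay system: Human serum alternative complement pathway, C3 deposition on LPS-coated wells | Incubation: 1 h serum-compound exposure at 37 °C | Doses: 5 µM per compound in ten-compound mixtures | Read-out: Percent inhibition | Technique: ELISA with HRP anti-human C3 antibody, TMB substrate, absorbance 450 nm | Replication: Two pool placements per compound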
A340 absorber: compound light absorbance at 340 nm, profiling panel, artefact control, biochemical, MLSMR library, data from PS, PMK, MK assays. compound absorbance at 340 nm, fold over control. AID 708, 2007. fold change at 10 µM. 65,000 tested, under 10 active;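 active means at 10 µM dose, initial 340 nm absorbance at least 2 fold that of control wells; inactive means change under 2 fold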;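 further: initial absorbance extrapolated from kinetic A340 decline of NADH oxidation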
FXIa inh mix: FXIa protease inhibitors in compound pools, primary screen, biochemical, 10-compound mixtures; Coagulation factor XI (Homo sapiens), P03951; purified FXIa, fluorogenic substrate, pooled mixtures; inhibition, % at 5 µM; 0.19% of 62,000 active; AID 680, 2007;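 further: each value is inhibition by a whole ten-compound pool holding the compound; 0% = enzyme with no mixture and 100% = wells lacking enzyme; strong numbers were not always called active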
Cdc25B inh: inhibitors of Cdc25B phosphatase catalytic domain, primary screen, biochemical, OMFP fluorescence | M-phase inducer phosphatase 2 (Homo sapiens), P30305 | recombinant Cdc25B, OMFP fluorescence Ex485/Em525 | inhibition, %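 (compounds tested at 10 µM final in the well)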 | 0.1% of 65,000 active | AID 368, 2006; in the data active means inhibition above about 50%
Target sequence (P30305 whole entry, looked up, the tested form may be a part): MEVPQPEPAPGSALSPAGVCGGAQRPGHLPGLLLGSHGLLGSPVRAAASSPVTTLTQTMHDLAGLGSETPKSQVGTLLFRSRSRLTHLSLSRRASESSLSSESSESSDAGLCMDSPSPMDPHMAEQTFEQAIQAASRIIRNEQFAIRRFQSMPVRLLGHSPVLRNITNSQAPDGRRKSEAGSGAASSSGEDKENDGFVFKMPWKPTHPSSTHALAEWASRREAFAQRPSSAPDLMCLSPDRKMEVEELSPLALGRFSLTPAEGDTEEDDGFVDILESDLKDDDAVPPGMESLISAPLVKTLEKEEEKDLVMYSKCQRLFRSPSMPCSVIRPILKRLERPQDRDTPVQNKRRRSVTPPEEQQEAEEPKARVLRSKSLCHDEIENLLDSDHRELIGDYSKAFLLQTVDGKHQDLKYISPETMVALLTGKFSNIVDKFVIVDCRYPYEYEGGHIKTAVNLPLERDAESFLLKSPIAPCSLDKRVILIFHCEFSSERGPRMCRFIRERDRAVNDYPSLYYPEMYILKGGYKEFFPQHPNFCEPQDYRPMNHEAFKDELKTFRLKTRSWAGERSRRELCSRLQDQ
MMP-13 inhibitor: human MMP13 inhibitors, primary screen, biochemical, FRET peptide cleavage. MMP-13 fTHP FRET cleavage, Mca fluorescence. inhibition, % at 4 µM. AID 570, 2006. 0.07% of 65,000 active;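 active means inhibition above the mean of compound-free control plate wells plus 3 SD, cut at about 14% in these data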;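 further: 0% = DMSO wells and 100% = wells with reference MMP-13 inhibitor after basal subtraction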
MKP-1 inh: MKP-1 phosphatase inhibitors, primary screen, biochemical, in vitro; Dual specificity protein phosphatase 1 (Homo sapiens), P28562; recombinant MKP-1, OMFP hydrolysis fluorescence; inhibition, %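 (compounds tested at a single concentration somewhere between 10 and 100 µM)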; 0.15% of 65,000 active; AID 374, 2006;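 active means inhibition above about 50%, limit read from the data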;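 further: 0% = DMSO max control wells and 100% = wells with enzyme stopped by NaOH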
Target sequence (P28562 whole entry, looked up): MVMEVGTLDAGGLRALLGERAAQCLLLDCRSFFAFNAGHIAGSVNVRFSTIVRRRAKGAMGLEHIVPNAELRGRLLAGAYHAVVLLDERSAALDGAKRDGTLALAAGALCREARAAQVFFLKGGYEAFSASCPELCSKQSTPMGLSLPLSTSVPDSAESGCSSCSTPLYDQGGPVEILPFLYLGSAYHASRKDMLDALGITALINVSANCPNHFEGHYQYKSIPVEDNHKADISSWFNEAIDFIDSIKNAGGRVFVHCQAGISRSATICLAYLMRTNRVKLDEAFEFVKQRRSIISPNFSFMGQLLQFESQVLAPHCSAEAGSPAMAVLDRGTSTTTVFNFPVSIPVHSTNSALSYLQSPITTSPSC
Hsp90 inh: tumor Hsp90 inhibitors, primary screen, cell lysate, fluorescence polarization, NCI-N417 lysate. AID 429, 2006. Cy3B-geldanamycin FP displacement. inhibition, % at 30 µM. Heat shock protein HSP 90-alpha (Homo sapiens), P07900. 0.35% of 64,000 active;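 active means inhibition above 50%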;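 further: 0% = tracer plus lysate wells and 100% = tracer alone without lysate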
JNK3 blocker: JNK3 kinase activity inhibitors, primary screen, biochemical, human, purified enzyme. Mitogen-activated protein kinase 10 (Homo sapiens), P53779. HTS. inhibition, % at 8 µM. 0.61% of 60,000 active. AID 746, 2007; in the data active means inhibition above about 17%;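 further: 0% = DMSO and 100% = reference inhibitor; many of its hits are not listed in these tables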
FXIIa mix inh: human factor XIIa inhibitors, primary screen, biochemical, pooled compound mixtures, fluorogenic substrate. Coagulation factor XII (Homo sapiens), P00748. purified FXIIa. inhibition, % at 5 µM. 0.2% of 62,000 active. AID 684, 2007;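 further: 0% = enzyme without compound and 100% = no enzyme blank; some results filed as inactive read as strong as hits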
Numbers without * were called inactive; . = not tested or not shown; [ ] = dose if it differs, or a comment. Unless noted, no stated cut-off is given here; in the data, active means inhibition above about 20% (passing the limit was not always enough); inactive means the rest.

SMILES	AP complement	A340 absorber	FXIa inh mix	Cdc25B inh	MMP-13 inhibitor	MKP-1 inh	Hsp90 inh	JNK3 blocker	FXIIa mix inh
CCOC(=O)c1c(C2CC2)csc1NC(=O)CSCc1c(C)noc1C	0	1	12	-3	0	7	-4	2	-3
COc1ccc2c(c1)[nH]c1c(=O)n(CC3CCCO3)cnc12 (stereo not given)	-19	1	2	-19	-7	-20	-9	10	2
Oc1ccc(C(c2nnnn2C2CCCC2)N2CCc3ccccc3C2)cc1 (stereo not given)	-3	0.97	7	2	5	-17	-10	-4	2
Cn1c(=O)[nH]c(=O)c2c1nc(NCCc1ccccc1)n2CC(O)COc1ccccc1 (stereo not given)	-9	1.1	7	2	-2	3	-1	4	1
O=C(CCc1nc(-c2cccs2)no1)Nc1cnc2ccccc2c1	1	1	6	-5	4	-3	-5	.	11
COC(=O)C1=C(C)C(c2cccs2)NC(=O)N1C (stereo not given)	4	0.98	2	-8	6	3	-5	.	7
Cc1ccc(C2SCC(=O)N2Cc2cn3ccsc3n2)o1 (stereo not given)	-6	0.99	4	-3	4	11	-1	-4	2
Cc1ccc(S(=O)(=O)NCCN2CCOCC2)cc1C	8	0.99	-1	12	3	1	1	-1	-6
CN(C)c1nc(Oc2ccc(=O)[nH]n2)nc(N2CCCCC2)n1	10	1	2	-6	-1	11	-1	.	0
COc1ccc(-c2nn(C)c(=O)c3ccccc23)cc1CNC(=O)c1ccco1	.	1.1	.	2	-6	10	5	0	.
CC1CC(NC(=O)CCn2c(=O)oc3ccccc32)CC(C)(C)C1 (stereo not given)	30	1	-5	-3	1	18	-2	-7	5
Nc1nc(-c2ccco2)cs1	5	1	6	-6	0	4	-2	1	12
COC(=O)NC1(C(F)(F)F)C(=O)NC(C)=C1C(=O)OC (stereo not given)	4	1.1	3	-11	-2	6	-3	2	6
NC(=O)c1ccc(-c2ncc(-c3ccccc3)o2)cc1	.	1.2	.	3	.	23	-2	.	.
Cc1ccc(SCc2cn3c(C)csc3n2)cc1	5	1	4	-4	-6	-14	-1	-1	-11
O=C(NCC1CCCO1)c1ccc(NC(=O)C2CC=CCC2C(=O)O)cc1 (stereo not given)	15	1	7	2	-6	-4	-5	-5	9
Cc1cnc(C(=O)Nc2ccccc2C(=O)N2CCOCC2)cn1	4	1	8	-2	-3	8	3	2	-3
COCCCNC(=O)c1ccc(NS(C)(=O)=O)cc1	-2	1.1	12	-9	-5	6	-7	-6	-19
O=C(NCc1ccccc1)c1ccc2c(c1)OCCO2	14	1	8	-12	-6	1	2	2	2
COc1ccc(OC)c(N2Cc3cc(C)c(C)cc3C2)c1	1	1	11	2	7	3	-12	2	12
Cc1c(C(=O)N2CCN(c3ccc(C(F)(F)F)cn3)CC2)oc2ccccc12	-14	1	8	-7	-6	28	2	4	3
Cc1occc1C(=O)N1CCN(C(c2ccccc2)c2ccccc2)CC1	-5	1	7	-9	-2	-4	-4	4	29
Cc1cccc2nc(CSCc3ccco3)cn12	4	0.99	4	-4	-2	25	-5	8	11
CCOC(=O)C1=C(C)OC(N)=C(C(=O)OCC)C1c1cccnc1 (stereo not given)	13	1	-2	4	2	-20	72*	5	1
COc1ccc(-c2csc(N(CC3CCCO3)C(=O)c3ccco3)n2)cc1 (stereo not given)	.	1.1	.	2	6	-6	0	-2	.

Looked up above.
Under A340 absorber, `COc1ccc(-c2nn(C)c(=O)c3ccccc23)cc1CNC(=O)c1ccco1` is listed with 1.1
Under JNK3 blocker, `COc1ccc(OC)c(N2Cc3cc(C)c(C)cc3C2)c1` is listed with 2
Under MMP-13 inhibitor, `Cc1cccc2nc(CSCc3ccco3)cn12` is listed with -2
Under JNK3 blocker, `COc1ccc2c(c1)[nH]c1c(=O)n(CC3CCCO3)cnc12` (stereo not given) is listed with 10
Under JNK3 blocker, `COc1ccc(-c2csc(N(CC3CCCO3)C(=O)c3ccco3)n2)cc1` (stereo not given) is listed with -2

Another view of part of the listing above:
Value order – AP complement, A340 absorber, FXIa inh mix, Cdc25B inh, MMP-13 inhibitor, MKP-1 inh, Hsp90 inh, JNK3 blocker, FXIIa mix inh
> Oc1ccc(C(c2nnnn2C2CCCC2)N2CCc3ccccc3C2)cc1 (stereo not given)
→ -3, 0.97, 7, 2, 5, -17, -10, -4, 2
> Cn1c(=O)[nH]c(=O)c2c1nc(NCCc1ccccc1)n2CC(O)COc1ccccc1 (stereo not given)
→ -9, 1.1, 7, 2, -2, 3, -1, 4, 1
> O=C(CCc1nc(-c2cccs2)no1)Nc1cnc2ccccc2c1
→ 1, 1, 6, -5, 4, -3, -5, ., 11

(continued)
SMILES	AP complement	A340 absorber	FXIa inh mix	Cdc25B inh	MMP-13 inhibitor	MKP-1 inh	Hsp90 inh	JNK3 blocker	FXIIa mix inh
CC(=O)Nc1nc(C=C(Cl)Cl)cs1	15	0.99	1	9	-2	15	-7	-5	5
CCCOc1cc(CN2CCCCC2)cc(C(C)=O)c1	-3	1	6	-2	2	-19	-5	1	7
COc1ccc(NC(=O)C2CCN(S(=O)(=O)c3cccc4cccnc34)CC2)cc1OC	18	1	-1	-9	0	2	-2	3	-4
O=C1c2ccccc2C(Nc2ccc3c(c2)OCCO3)N1Cc1ccco1 (stereo not given)	-13	1	-11	-2	3	-5	-5	-4	12
CC(Sc1nnnn1C)C(=O)Nc1ccc(N2CCOCC2)cc1 (stereo not given)	10	0.99	24	0	-2	-6	-2	-5	3
CCC(=O)Oc1ccc(C/C(=N\O)c2ccc(O)cc2O)o1	-17	1	9	-1	-1	-2	0	0	9
C=CCn1c(SCc2nc(N)nc(N3CCCCC3)n2)nnc1-c1ccco1	18	1	3	-15	-2	3	-3	-6	1
COc1cc(S(=O)(=O)N2CCN(c3ccccc3F)CC2)c(OC)cc1Cl	.	1.1	.	-2	2	-12	0	2	.
Cc1ccn2cc(CNS(=O)(=O)c3ccc4c(c3)OCCO4)nc2c1	20	1	13	-1	5	7	-4	4	3
Cc1ccc(OCC(=O)NCc2ccccn2)c(Br)c1	5	1.1	-2	-8	8	2	0	3	-10
Cc1cc(NC(=O)Cn2c(=O)c3c(ncn3CC(C)C)n(Cc3ccccc3)c2=O)no1	23	1	4	6	5	33	0	-4	-19
Cc1cc(N2CCC(C(=O)N3CCN(c4cccc(C)c4C)CC3)CC2)n2ncnc2n1	18	0.97	7	-12	-1	35	-1	-3	10
Cc1ccccc1NC(=O)NCCN1C(=O)C2C3C=CC(C3)C2C1=O (stereo not given)	16	1	-7	-10	-1	-4	-2	1	1
Cc1ccccc1-c1nc(CS(=O)CC(=O)NCCN2CCN(Cc3ccccc3)CC2)c(C)o1 (stereo not given)	20	1	6	-27	-2	0	-2	2	10
O=C(O)CC1(c2ccccc2)C(=O)c2ccccc2C1=O	-40	1	1	-6	1	-2	2	-1	9
CCN(CC)CCCNC(=O)C1CCC(=O)N(c2ccc(OC)cc2)C1c1ccc(F)cc1 (stereo not given)	12	1	8	-19	1	2	.	.	4
CC(=O)c1c(C)[nH]c(C(=O)NC2CCCCC2)c1C	17	1	12	-1	-2	-11	-5	-1	1
COc1ccc(OC)c(NC(=O)CNC(=O)Cn2cnc3ccccc3c2=O)c1	6	1	6	1	-3	-1	2	3	6
CCCC(=O)Nc1nc2ccc3nc(C)sc3c2s1	-7	1	-1	1	3	13	-2	9	-13
C=CCNC(=O)CCCC(=O)NCC=C	-4	1	3	-6	0	2	-2	-7	1
COc1ccc(-c2nc(C#N)c(NCCCN3CCOCC3)o2)cc1	19	1.1	5	-6	-198[fluorescence artefact?]	6	-1	-5	12
COCCn1c(-c2ccc(Cl)cc2)cnc1SCC(=O)NCc1cccs1	-32	1	1	-24	5	-14	-3	7	6
CC(C)=C1C2CCC1C(C(=O)NCc1ccccc1)C2C(=O)O (stereo not given)	3	1	3	0	1	9	-4	6	0
CCOc1ccc(Nc2nc(Cc3nnc(SCC(=O)NCC4CCCO4)n3C)cs2)cc1 (stereo not given)	1	0.95	-1	-10	2	-4	-1	-7	-12
COc1cccc(-c2nn(C)c3sc(C(=O)N4CCN(c5ccccn5)CC4)cc23)c1	-12	1	1	4	-2	23	3	10	21

Whole records as entered above:
`COc1cc(S(=O)(=O)N2CCN(c3ccccc3F)CC2)c(OC)cc1Cl` as listed: AP complement = .; A340 absorber = 1.1; FXIa inh mix = .; Cdc25B inh = -2; MMP-13 inhibitor = 2; MKP-1 inh = -12; Hsp90 inh = 0; JNK3 blocker = 2; FXIIa mix inh = .
`CCC(=O)Oc1ccc(C/C(=N\O)c2ccc(O)cc2O)o1` as listed: AP complement = -17; A340 absorber = 1; FXIa inh mix = 9; Cdc25B inh = -1; MMP-13 inhibitor = -1; MKP-1 inh = -2; Hsp90 inh = 0; JNK3 blocker = 0; FXIIa mix inh = 9

(more compounds)
SMILES	AP complement	A340 absorber	FXIa inh mix	Cdc25B inh	MMP-13 inhibitor	MKP-1 inh	Hsp90 inh	JNK3 blocker	FXIIa mix inh
c1ccc(-c2nc(-n3ccnc3)nc(-n3ccnc3)n2)cc1	11	1	-10	4	3	11	-3	0	1
Cc1ccc(OC(=O)CCC(=O)Nc2ccc(S(=O)(=O)Nc3cc(C)on3)cc2)cc1	12	1	6	-4	5	5	-2	-1	-1
O=C(CN1C(=O)CCC1=O)Nc1ccc2c3c(cccc13)CC2	-2	1	-10	-3	0	16	-5	-4	-17
O=C1CSC(=S)N1Cc1cccnc1	4	1	6	-2	3	6	-50	0	12
CCCCn1c(NC(=O)c2ccccc2)nc2ccccc21	21	1.1	0	-8	2	8	0	0	-7
CCOc1ccc(NC(=O)CN2CCC(NC(=O)C3CCCCC3)CC2)cc1	6	1	1	-10	-1	7	3	.	9
C1=CC2c3ccccc3NC(c3ccncc3)C2C1 (stereo not given)	15	1	9	4	4	-14	-9	-2	4
CCOc1ccccc1NC(=O)N1CCCC1C(=O)Nc1ccc(-n2cnnn2)c(C)c1 (stereo not given)	10	1	9	6	-5	-1	.	.	0
CC(C)C(=O)N1CCN(C2=NS(=O)(=O)c3ccccc32)CC1	-20	1.1	0	-7	3	0	-1	5	-3
Cc1cc(C)n(S(=O)(=O)c2ccc(C)c(C)c2C)n1	-4	1.1	0	-6	1	30	1	1	-4

Bioassay records from PubChem BioAssay.
